SENP8 block-1: SENP8 protease inhibition; Q96LD8; purified SENP8, Z-RLRGG-aminoluciferin cleavage, luminescence; inhibition, % at 10 µM; 330,000 tested, 1.2% active; AID 2540; in the data active = inhibition above about 50%
A3G deaminase: APOBEC3G (human) deaminase inhibition; Q9HC16; recombinant A3G, ssDNA deamination FAM/TAMRA fluorescence; inhibition, % at 20 µM; 330,000 tested, 0.28% active; AID 493012;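 active = inhibition of at least 40% at 20 µM, with no more than 30% in the related APOBEC3A deaminase screen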;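 also: plate controls were DMSO wells with A3G for no effect and wells lacking A3G enzyme for full effect; some compounds called inactive have numbers as strong as hits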
SENP6 block: inhibitors of human SENP6 protease | inhibition, % at 10 µM | 330,000 tested, 1.8% active | Q9GZR1 | Recombinant SENP6 catalytic domain, aminoluciferin luminescence;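 active = inhibition above about 50% at the single tested dose, limit read from the data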;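 also: plate controls were DMSO wells with enzyme for no effect and DMSO wells lacking enzyme for full effect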
Target sequence (Q9GZR1 628-1112 limits assumed): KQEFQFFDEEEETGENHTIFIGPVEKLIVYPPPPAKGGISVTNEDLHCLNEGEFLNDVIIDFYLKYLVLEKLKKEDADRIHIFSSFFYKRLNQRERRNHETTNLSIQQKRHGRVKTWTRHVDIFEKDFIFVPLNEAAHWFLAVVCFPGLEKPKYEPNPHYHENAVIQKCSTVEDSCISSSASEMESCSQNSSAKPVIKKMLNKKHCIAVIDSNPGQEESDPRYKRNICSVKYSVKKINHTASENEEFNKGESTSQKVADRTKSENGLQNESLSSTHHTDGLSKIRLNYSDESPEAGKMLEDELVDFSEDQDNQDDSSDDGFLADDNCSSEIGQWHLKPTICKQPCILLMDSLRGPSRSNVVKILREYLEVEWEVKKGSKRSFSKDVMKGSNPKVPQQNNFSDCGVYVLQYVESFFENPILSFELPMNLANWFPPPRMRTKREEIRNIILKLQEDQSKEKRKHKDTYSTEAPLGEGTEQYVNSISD
Apaf-1 inh: blocks human Apaf-1 apoptosome activity | reconstituted apoptosome caspase-3 activity, DEVD-Rh110 fluorescence | inhibition, % at 20 µM | 330,000 tested, 0.71% active | AID 489030; active = inhibition of at least 40% at 20 µM;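 also: plate controls were DMSO wells for no effect and DEVD-CHO caspase inhibitor wells for full effect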
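detection = Rh110 fluorescence intensity | test system = biochemical Apaf-1 apoptosome reconstitution | also added = cytochrome c and DEVD-Rh110 substrate | schedule = 30 min plus 50 min, RT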
SENP1 FRET inh: inhibitors of human SENP1 SUMO protease catalytic domain | Q9P0U3 | recombinant SENP1 catalytic domain, CyPet-SUMO1-YPet FRET cleavage | inhibition, % at 10 µM | 360,000 tested, 0.21% active | AID 624204;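 active = inhibition at least 30% at 10 µM, raw YFP signal under a set limit, fluorescence ratio 0.5 to 1.5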;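 also: 0% = enzyme with DMSO and 100% = no enzyme wells; some results filed as inactive read as strong as hits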
Target sequence (Q9P0U3 419-644 limits assumed): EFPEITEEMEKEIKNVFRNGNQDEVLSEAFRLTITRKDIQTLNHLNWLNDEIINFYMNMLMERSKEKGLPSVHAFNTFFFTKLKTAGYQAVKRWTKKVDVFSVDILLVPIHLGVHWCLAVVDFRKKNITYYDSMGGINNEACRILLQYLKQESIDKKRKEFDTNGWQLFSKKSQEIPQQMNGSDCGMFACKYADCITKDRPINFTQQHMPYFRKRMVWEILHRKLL
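Test system: recombinant human SENP1 catalytic domain, His6-tagged / Medium: pH 8 Tris buffer with EDTA, NaCl, BME, BSA, NP40, catalase / Also added: SUMO1 FRET substrate flanked by Cypet and Ypet, 25 nM / Times: 50 min reaction at room temperature / Signal: FRET, CFP and YFP emission / Control set: no-enzyme low control and enzyme-plus-DMSO high control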
SENP7 block: SENP7 protease inhibition; Q9BQF6; recombinant SENP7, Z-RLRGG-aminoluciferin luminescence, 40 min; inhibition, % at 5 µM; 330,000 tested, 1.5% active; AID 434973;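 active = inhibition above about 50% at the single test dose, limit read from the data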;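 also: plate controls were DMSO with enzyme for no effect and no enzyme buffer wells for full effect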
UBC13 polyUb: inhibitors of human UBC13 polyubiquitin chain formation; P61088; inhibition, % at 20 µM; AID 485273; 330,000 tested, 0.47% active; TR-FRET; in the data active = inhibition above about 45%, passing the limit was not always enough
Target sequence (P61088 whole entry, looked up): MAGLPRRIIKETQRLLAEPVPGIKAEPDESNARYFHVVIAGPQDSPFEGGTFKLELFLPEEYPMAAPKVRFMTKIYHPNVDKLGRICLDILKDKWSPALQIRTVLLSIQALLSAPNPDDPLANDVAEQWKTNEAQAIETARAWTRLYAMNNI
SENP8 block-2: SENP8 (human) protease inhibition; Q96LD8; recombinant SENP8, Nedd8 substrate fluorescence; inhibition, % at 20 µM; 360,000 tested, 0.64% active; AID 602440; in the data active = inhibition mostly above about 40%, no sharp cut-off; inactive = mostly below about 27%
* hit, by the source's call; i = inactive; . = not tested or not shown.

SMILES	SENP8 block-1	A3G deaminase	SENP6 block	Apaf-1 inh	SENP1 FRET inh	SENP7 block	UBC13 polyUb	SENP8 block-2
COc1cc2ccccc2cc1C(=O)Nc1ccc(Br)cn1	11.0	-5.0	14.5	6.6	0.9	-8.6	0.3	-423.9
Cc1ccc(CNC(=O)CSc2nc3ccsc3c(=O)n2Cc2ccc(C(=O)O)cc2)cc1	2.0	2.1	-14.4	4.4	1.6	2.4	56.0*	9.3
O=S(=O)(NN1CCOCC1)c1ccc(Br)s1	-6.1	-15.1	-4.0	-2.6	1.3	-4.8	-7.3	3.8
CC(=O)c1cccc(N(CC(=O)NC2CCCC2)C(=O)c2ccc(C)s2)c1	-6.7	-9.3	-7.6	0.0	2.5	-8.9	-9.1	14.7
COc1cc([N+](=O)[O-])ccc1Nc1nc(C)cc(C)n1	-6.5	-3.9	-9.8	-9.7	-49.6	-3.9	-1.6	17.8
CCOC(=O)c1cc(NCc2cccs2)ccc1N1CCOCC1	-12.9	-4.8	0.8	3.6	-42.5	2.3	-2.0	-310.5
Clc1ccc(-c2nnc(-c3ccccc3)o2)c(Cl)c1	90.2*	0.4	96.0*	9.2	0.8	97.0*	0.1	-6.0
CC(=O)c1ccc(S(=O)(=O)N2CCN(C(C)C(=O)N(C)Cc3ccccc3)CC2)cc1 (stereo unspecified)	2.1	-3.1	6.3	3.5	-1.6	0.4	-1.0	-2.3
CCOc1cccc(CNCc2ccncc2)c1	-2.9	0.4	2.4	-0.7	-0.2	8.2	3.3	8.2
O=C(O)Cn1nnc(-c2cccs2)n1	-3.7	1.6	-11.0	-2.0	-0.4	9.7	-2.4	27.7
CN(C)C(=O)CSc1nnc(Cc2ccccc2)n1CC1CCCO1 (stereo unspecified)	-4.2	-9.8	6.5	9.2	0.8	2.7	-7.7	-0.4
O=C(NCc1ccccc1)C(c1ccccc1)N(C(=O)c1csnn1)c1ccc(F)cc1 (stereo unspecified)	1.5	-7.6	-24.1	14.2	2.1	4.4	5.6	7.7
Cc1c(C(=O)N2CCCC2)oc2c1-c1nn(CC(=O)NCCCOC(C)C)cc1CC2	-3.0	-7.8	-1.5	17.9	-2.0	0.7	-18.1	-11.1
Cc1nc(SCCOc2ccccc2F)[nH]c(=O)c1Cc1ccccc1	-5.4	-3.7	-19.6	18.6	2.0	13.5	8.0	-2.3
COc1cc(Cl)c(NC2=CC(=O)C(=O)c3ccccc32)c(OC)c1	75.1*	6.4	-11.5	91.9*	-2.0	59.8*	-284.1	i
Cc1ccc2oc(=O)c(/C=C(\O)c3sc(C)nc3C)nc2c1	-13.5	-1.1	-2.3	-11.5	2.2	-6.4	-7.7	16.6
Oc1cccc(Nc2nc(NCC3CCCO3)c3ccccc3n2)c1 (stereo unspecified)	2.4	2.9	-4.8	27.8	0.2	7.9	33.8	-292.3
O=C(CSc1nnc(COc2cccc3cccnc23)o1)c1ccc(F)cc1	9.3	-7.3	-3.1	-19.9	3.3	6.0	5.0	-1.3
CC(=O)CCc1ccc(OCC(O)CNC2CCCc3ccccc32)cc1 (stereo unspecified)	2.4	-1.1	6.8	65.0*	-1.5	4.4	5.7	-0.6
CCOC(=O)N1CCN(C(=O)CS(=O)(=O)Cc2nc(-c3ccccc3C)oc2C)CC1	-8.1	-7.7	-22.7	7.8	2.1	16.1	-3.9	5.3
O=C(NNC(=O)C1CCCO1)c1ccc(Br)cc1 (stereo unspecified)	-3.2	-2.6	-6.7	-5.1	2.6	-4.0	-3.6	14.0
C=CCNC(=O)/C(C#N)=C/c1c(C)nn(-c2ccc(Cl)cc2)c1Cl	-9.3	-8.2	-8.9	12.9	-4.6	0.4	-11.3	2.6
CCOC(=O)C1=C(C)Nc2ccccc2N=C1NC(=O)c1cc(C)on1	-4.6	-5.0	-1.0	7.5	1.6	-7.8	-15.9	8.0
O=C(Nc1ccccc1C(=O)Nc1ccc2c(c1)OCO2)c1ccco1	-3.3	1.0	8.1	0.5	1.1	12.2	2.7	19.4
O=C(NCCc1ccccc1)c1cc(=O)c2ccccc2o1	1.5	-2.1	-1.6	-10.5	1.1	-2.5	8.7	13.0
O=C(NCC(c1ccco1)N1CCc2ccccc2C1)c1ccccc1 (stereo unspecified)	6.4	-6.5	-3.4	2.6	0.2	5.0	-7.0	5.0
Cc1cc2nc(-c3cccc(NC(=O)c4ccc(Br)o4)c3C)oc2cc1C	4.0	-1.4	-13.7	-3.4	-2.0	-1.0	0.6	-26.2
COc1ccc(CN2CCC(=O)N([C@H](CO)Cc3ccccc3)CC2)cc1OC	-10.8	-12.2	-24.7	1.6	1.6	-14.7	-1.6	13.7
CC(=O)c1ccc(N2CCN(C(=O)CCC(=O)Nc3ccc4nc(N5CCN(C)CC5)cc(C)c4c3)CC2)cc1	7.0	-4.9	3.6	7.5	1.4	-4.7	3.1	-323.2
CC(C)(C)CC(=O)Nc1nnc(SCC(=O)Nc2ccccc2F)s1	-18.3	-4.4	-24.4	5.3	0.3	-2.1	-2.1	12.3
CCn1c(=O)cc(SCC(=O)Nc2cccc(C)n2)c2ccccc21	-4.7	-3.3	2.2	-24.8	1.5	1.4	10.4	-36.5
COC(=O)Cc1c(C)c2ccc(OCC(=O)c3ccc(OC)c(OC)c3)cc2oc1=O	1.6	2.9	11.2	8.9	.	7.0	5.6	.
CC(C)C(=O)N1CCN(c2ccccc2NC(=O)COc2ccccc2)CC1	1.1	-14.3	-9.0	-13.3	-1.6	-3.9	13.5	7.2
COc1cc2c(cc1OC)C1=NC(=O)CN1C(SCc1ccccc1C)=N2	-8.3	-0.7	-2.2	12.6	-8.2	-4.4	3.9	-258.3
O=C(Cc1ccccc1)Nc1ccccc1C(=O)O	4.0	-1.3	39.1	1.6	-3.1	24.9	2.2	23.5
CCn1ncc(Cl)c1C(=O)NC(=S)Nc1c(C)cc(C)cc1[N+](=O)[O-]	-6.9	-5.9	-4.7	14.3	-1.0	-8.8	-10.0	16.5
N#Cc1c(N)nc(-c2ccccc2)nc1-c1ccccc1	-15.4	-3.3	-21.7	2.9	2.4	-5.4	0.4	0.3
COc1ccc(NC(=O)Nc2cccc3c2O[C@H](CN(C)C(=O)Nc2c(C)noc2C)[C@@H](C)CN([C@H](C)CO)C3=O)cc1	-6.4	-1.9	-4.9	5.1	1.6	7.6	-4.2	-0.8
COc1ccc(-n2nc3c(N4CCC(C(=O)N5CCCCCC5)CC4)nnc(C)c3c2C)cc1	-1.4	7.8	-3.6	22.9	6.9	2.9	2.8	-280.4
O=C(C1COc2ccccc2O1)N1CCn2c(nc3ccccc32)C1 (stereo unspecified)	-2.9	-3.8	-2.5	-3.4	-0.8	-3.4	-2.8	5.3
CCOC(=O)C1(CC2CCCCO2)CCN(C(=O)NCc2ccccc2)CC1 (stereo unspecified)	-2.8	3.0	-4.0	16.6	0.8	7.8	6.4	1.1
Cc1ccc(C(=O)Nc2ncccc2C)cc1S(=O)(=O)N1CCCCC1	7.3	-9.6	2.2	39.8	2.1	2.1	14.5	2.9
OC(CN1CCN(c2ccc(F)cc2)CC1)c1ccc(Cl)cc1 (stereo unspecified)	-4.4	-6.3	-10.6	4.4	0.9	-4.8	6.3	18.4
CCN(CC)C(=O)Cn1cc(S(=O)(=O)CC(=O)N2CCCCCC2)c2ccccc21	2.9	-5.6	7.8	-5.8	1.0	-1.7	4.9	-0.8
C=CCn1c(=S)[nH]c2sc3c(c2c1=O)CCCC3	0.6	-10.6	10.5	-7.5	0.1	10.2	28.7	-12.7
NC(=O)CC(NC(=O)Cc1cccc2ccccc12)c1ccc(N2CCCCCCC2)c([N+](=O)[O-])c1 (stereo unspecified)	4.9	-8.8	-11.3	30.5	1.9	8.1	0.5	22.1
O=C(CCNS(=O)(=O)c1ccccc1)N1CCN(c2ccccc2)CC1	-9.3	-7.4	-10.5	-8.2	0.5	4.1	0.6	2.4
COc1cccc2c1Oc1ncccc1N(C(=O)CCC(=O)NCc1ccc(F)cc1)C2	-3.0	-1.7	1.2	-11.9	-0.7	8.2	-1.4	7.4
NS(=O)(=O)c1ccc(N2CCN(C(=O)c3ccco3)CC2)nc1	-19.9	-9.1	-23.8	2.9	1.6	-7.2	-6.2	-16.7
CCOCc1nnc(NC(=O)c2ccc(OC)cc2)s1	-9.9	-1.1	-8.8	7.5	1.5	11.9	1.2	39.3
CCOC(=O)C(c1ccccc1)C(Nc1ccccc1)c1ccccn1 (stereo unspecified)	-5.0	-6.1	-27.7	3.5	-1.4	1.4	5.0	16.2
Cc1ccc(-c2nnc(SCC(=O)NNC(=O)COc3cccc4ccccc34)n2C)cc1	-6.1	-7.7	9.1	6.2	.	-4.4	-8.7	.
COc1ccc(NS(=O)(=O)c2cc(NC(=O)C3CC3)ccc2N2CCOCC2)cc1	-0.1	-7.8	-23.4	-9.0	2.5	-9.8	8.0	8.0
COc1ccc(CNc2nc3nc(C)cc(C)n3n2)cc1	-2.3	-6.4	-6.5	-12.4	3.0	0.2	12.2	-322.5
CC1CN(C(=O)CCC(=O)NCc2ccc(F)cc2)c2ccccc2S1 (stereo unspecified)	-10.7	-9.2	-13.9	2.6	2.9	13.6	-10.2	13.2
C#CCOCCOCCOCCNc1nc(N2CCN(C(=O)[C@H]([C@@H](C)O)n3cc(CCCCN)nn3)CC2)nc(N2CCN(C(=O)[C@H](CCCCN)n3cc(CCC(=O)O)nn3)CC2)n1	6.0	0.5	10.1	-5.3	0.3	-5.7	1.3	11.8

Other structures follow:
SMILES	SENP8 block-1	A3G deaminase	SENP6 block	Apaf-1 inh	SENP1 FRET inh	SENP7 block	UBC13 polyUb	SENP8 block-2
CC1CCCCC1NC(=O)CCNS(=O)(=O)c1cc(Br)cnc1N (stereo unspecified)	-2.4	-2.8	-10.4	-6.7	1.9	2.8	6.6	-19.9
COC(=O)c1ccc(NC(=O)Nc2ccc3c(c2)nc(C)n3C)cc1	7.5	-2.7	0.8	-8.0	-1.4	9.9	-1.1	5.6
O=C(NCCc1ccccc1)c1cccs1	-11.4	-1.2	6.8	-7.3	0.2	4.2	8.4	20.4
COc1cc(NC(=O)CN(c2cc(C)cc(C)c2)S(=O)(=O)c2c(C)[nH]c(=O)[nH]c2=O)cc(OC)c1	5.8	-5.8	3.6	-5.2	-1.6	9.3	-5.6	16.6

Bioassay records as filed in PubChem.
